CatB inh: human cathepsin B inhibition; P07858; purified cathepsin B, fluorogenic substrate, fluorescence; inhibition, %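 (tested at 10 µM)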; 63,000 compounds, 0.1% hits; AID 453; in the data active = inhibition above about 21%;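 note: 0% = enzyme with no compound and 100% = no enzyme blank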
AP complement: orthogonal test for alternative complement pathway inhibitors | 62,000 compounds, 0.08% hits | inhibition, % at 5 µM | AID 1235 | Human serum alternative complement pathway, LPS-coated ELISA, C3 deposition; tested in compound mixtures;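 active = inhibition above 30% in each of the two pooled mixtures holding the compound, so the lower value exceeds 30%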;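 note: 0% = serum in Mg-EGTA without compound and 100% = EDTA serum blank; some compounds past the cut are filed as inactive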
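Assay system: Human serum alternative complement pathway, C3 deposition on LPS-coated wells | Incubation: 1 h serum-compound exposure at 37 °C | Doses: 5 µM per compound in ten-compound mixtures | Read-out: Percent inhibition | Technique: ELISA with HRP anti-human C3 antibody, TMB substrate, absorbance 450 nm | Replication: Two pool placements per compound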
CatB mixtures: inhibitors of human cathepsin B in compound mixtures; 62,000 compounds, 0.06% hits; inhibition, %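 (ten-compound pools at 5 µM per compound and 50 µM total)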; Purified cathepsin B, AMC dipeptide fluorescence; AID 488; in the data active = inhibition above about 22%, passing the limit was not always enough; inconclusive = no clear call, values can overlap the other calls;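 note: 0% = enzyme without compound and 100% = no enzyme blank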
C1s block: human complement C1s inhibition. purified C1s, fluorogenic AMC substrate, pooled mixtures. AID 538. 62,000 compounds, 0.16% hits. mean inhibition % of two 10-compound mixtures (active compounds read high), % at 5 µM (by protocol);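 active = inhibition above 20% in each of the two 10-compound mixture wells holding the compound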;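 note: 0% = enzyme wells lacking compound mixture and 100% = no-enzyme blank wells; some compounds called inactive have numbers as strong as hits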
CatL inh: inhibitors of human cathepsin L; P07711; purified cathepsin L, fluorogenic substrate, fluorescence; inhibition, %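 (tested at 10 µM)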; 58,000 compounds, 0.17% hits; AID 460; in the data active = inhibition above about 45%;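 note: 0% = enzyme with no compound and 100% = no enzyme blank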
Target sequence (P07711 114-288 limits assumed): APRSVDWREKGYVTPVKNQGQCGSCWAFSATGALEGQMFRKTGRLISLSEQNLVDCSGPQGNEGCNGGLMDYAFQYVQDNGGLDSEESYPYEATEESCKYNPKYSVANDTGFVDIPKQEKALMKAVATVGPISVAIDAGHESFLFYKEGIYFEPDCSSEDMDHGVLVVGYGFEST
Target sequence (P07711 292-333 limits assumed): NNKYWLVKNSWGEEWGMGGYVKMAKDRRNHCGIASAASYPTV
FXIa inh mix: inhibitors of human coagulation factor XIa, pooled mixtures; purified FXIa, fluorogenic substrate; inhibition, % at 5 µM; 62,000 compounds, 0.19% hits; AID 680;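 note: each value is inhibition by a whole ten-compound pool holding the compound; 0% = enzyme with no mixture and 100% = wells lacking enzyme; strong numbers were not always called active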
FXIIa inh mix: inhibitors of human coagulation factor XIIa, pooled mixtures; 62,000 compounds, 0.2% hits; inhibition, % at 5 µM; P00748; purified FXIIa, fluorogenic substrate;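 note: 0% = enzyme without compound and 100% = no enzyme blank; some results filed as inactive read as strong as hits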
Target sequence (P00748 20-372 limits assumed): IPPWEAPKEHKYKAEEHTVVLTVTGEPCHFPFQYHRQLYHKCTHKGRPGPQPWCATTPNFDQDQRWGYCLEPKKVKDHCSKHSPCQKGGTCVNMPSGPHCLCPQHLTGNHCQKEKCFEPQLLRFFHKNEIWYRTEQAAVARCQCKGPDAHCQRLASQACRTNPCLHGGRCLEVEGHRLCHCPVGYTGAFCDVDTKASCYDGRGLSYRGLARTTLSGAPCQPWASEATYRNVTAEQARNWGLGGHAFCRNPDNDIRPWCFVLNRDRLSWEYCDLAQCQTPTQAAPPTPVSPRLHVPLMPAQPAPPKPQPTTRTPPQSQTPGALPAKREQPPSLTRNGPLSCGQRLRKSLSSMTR
Target sequence (P00748 373-615 limits assumed): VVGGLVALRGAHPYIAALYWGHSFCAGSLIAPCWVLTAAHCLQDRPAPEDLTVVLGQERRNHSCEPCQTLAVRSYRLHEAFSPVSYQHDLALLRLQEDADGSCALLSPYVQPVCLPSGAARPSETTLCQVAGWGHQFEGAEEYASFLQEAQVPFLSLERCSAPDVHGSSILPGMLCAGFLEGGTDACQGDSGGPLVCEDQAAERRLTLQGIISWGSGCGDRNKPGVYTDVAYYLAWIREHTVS
CatG inh: inhibitors of human cathepsin G. P08311. purified enzyme, AMC-tetrapeptide fluorescence, pooled mixtures. inhibition, % at 5 µM (by protocol). 62,000 compounds, 0.2% hits. AID 581;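 active = inhibition above 20% in each of the two mixture wells holding the compound; inactive = inhibition of 20% or less in either well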;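 note: 0% = enzyme control without mixture and 100% = blank lacking enzyme; strong numbers were not always called active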
CatS inh: inhibitors of human cathepsin S; P25774; recombinant cathepsin S, AMC dipeptide fluorescence, pooled mixtures; inhibition, %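 (tested at 5 µM per compound within 10-compound mixtures)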; 62,000 compounds, 0.06% hits; AID 501; in the data active = inhibition above about 32%, passing the limit was not always enough; inconclusive = no clear call, values can overlap the other calls;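 note: 0% = enzyme without compound and 100% = blank without enzyme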
* hit, by the source's call; ? = inconclusive; · = no result given. Cut-off read from the data, not from the text of the source, unless noted: active = inhibition above about 20% (passing the limit was not always enough); inactive = the rest.

The line under a structure holds: CatL inh, CatB mixtures, CatG inh, AP complement, CatS inh, CatB inh, FXIIa inh mix, C1s block, FXIa inh mix
CCOC(=O)CSC1=C(C#N)C(C)C2=C(CCCC2=O)N1 (centres undefined)
  12.4, -4.8, -3.3, 10.5, 10.6, 2.2, -16.2, -12.8, 1.5
O=C(O)CCc1ccc(-c2cccs2)n1CCC(=O)O
  5.9, 4.3, 2.9, 1.6, 7.1, 4.4, 8.4, 10.4, 6.3
NC(=O)c1c(NC(=O)CN2CCOCC2)sc2c1CCC2
  12.1, 1.6, 18.5, 12.9, -2.2, -0.9, 1.6, 0.6, 3.9
Cc1ccc(/C=c2\s/c(=C(/C#N)C(=O)N3CCCC3)n(Cc3ccco3)c2=O)s1
  5.6, 4.8, 2.4, -2.6, 6.9, -0.9, 11.1, 1.8, 11.8
COC(=O)c1[nH]c2ccc(Cl)cc2c1NC(=O)CCN1CCN(C2CCCCC2)CC1
  -4.8, 6.7, -7.8, 11.8, 11.2, 4.6, -17.0, -18.6, 7.1
CC(=O)Nc1nc(C)c(Cc2ccccc2)c(=O)[nH]1
  -7.6, 4.5, -0.1, 18.2, -3.3, -3.9, 3.4, -24.1, 7.4
Cc1ccc(-n2nnnc2SCC(=O)c2cc(C)n(CC3CCCO3)c2C)cc1 (centres undefined)
  1.9, 4.7, -1.8, 14.8, -0.8, -2.3, 6.3, 6.4, 5.3
O=C(Nc1ccc(OC(=O)c2ccco2)cc1)c1ccco1
  2.9, 2.1, 0.2, -3.4, 12.2, 3.4, -1.9, 29.7, -1.6
O=C1Nc2cc(Cl)cnc2N2CCCC12 (centres undefined)
  -2.2, 3.4, 8.1, 13.7, 1.2, 0.6, 5.4, 4.6, -0.1
CCCC(c1nnnn1CCc1ccccc1)N1CCN(C(=O)c2ccco2)CC1 (centres undefined)
  -6.1, 0.9, -4.5, -3.8, 0.4, -4.0, 3.0, -5.0, -1.8
O=C(COC(=O)c1ccccn1)Nc1nccs1
  -3.5, 0.6, 0.1, 7.4, -2.9, 1.2, -3.2, -0.8, -0.6
N#Cc1c(/N=C/c2ccco2)sc2c1CCCCC2
  2.2, -5.4, 9.3, 11.0, -0.3, 1.4, -4.0, -9.2, -3.5
O=C(C1CC2CCC1C2)N1CCN(Cc2ccc3c(c2)OCO3)CC1 (centres undefined)
  4.4, 6.5, 3.5, 3.8, 7.1, 3.2, 5.8, 11.1, 3.1
COc1cccc(CC(C(=O)Nc2cc(C)ccc2C)c2nn[nH]n2)c1OC (centres undefined)
  16.1, 0.0, 11.5, 5.8, 1.9, 3.6, 4.1, 4.6, 0.3
CCN1CCN(C(=O)C2CCN(Cc3nc(-c4ccc(Cl)cc4)oc3C)CC2)CC1
  ·, 3.2, 7.0, 22.2, -0.9, -0.3, -0.5, 1.6, 4.4
COc1ccc(CCn2c(N)c(C(=O)NCc3ccco3)c3nc4ccccc4nc32)cc1OC
  -11.5, 6.1, 6.4, -5.4, 17.3, 6.9, 2.1, 2.7, 8.7
COc1ccccc1CNC(=O)C1CCN(S(=O)(=O)N2CCCCC2)CC1
  7.5, 4.8, 9.6, 2.7, 5.0, -6.1, 2.0, 13.0, 14.0
Cn1c(Cc2cccs2)nnc1SCc1nc2ccccc2[nH]1
  1.0, 3.1, 11.2, 4.7, 11.5, 4.0, 1.2, 14.1, 5.3
CCOc1ccc(C(=O)Nc2cccc(-c3nc4cccnc4o3)c2)cc1Cl
  1.4, 4.3, -1.5, 25.5, -3.4, -5.1, 1.5, 1.6, 3.3
CCOc1ccc2[nH]c(=O)c(=O)[nH]c2c1
  ·, 2.8, 9.6, 3.1, 5.6, 3.1, 5.5, -3.1, 0.2

In another format: entries from further up
SMILES | CatL inh | CatB mixtures | CatG inh | AP complement | CatS inh | CatB inh | FXIIa inh mix | C1s block | FXIa inh mix
NC(=O)c1c(NC(=O)CN2CCOCC2)sc2c1CCC2 | 12.1 | 1.6 | 18.5 | 12.9 | -2.2 | -0.9 | 1.6 | 0.6 | 3.9
N#Cc1c(/N=C/c2ccco2)sc2c1CCCCC2 | 2.2 | -5.4 | 9.3 | 11.0 | -0.3 | 1.4 | -4.0 | -9.2 | -3.5

(continued)
The line under a structure holds: CatL inh, CatB mixtures, CatG inh, AP complement, CatS inh, CatB inh, FXIIa inh mix, C1s block, FXIa inh mix
COc1cccc(N(C(=O)c2ccco2)C(C(=O)NC2CCCC2)c2cccnc2)c1 (centres undefined)
  13.6, 1.0, 5.6, 5.4, 10.1, 7.4, -16.9, -13.6, -4.6
CCCCc1nc2ccccc2c(C(=O)O)c1C
  2.9, -0.1, -3.9, -8.6, -0.2, -4.5, 8.1, -8.2, -3.1
Cc1ccc(C)c(C(=O)COC(=O)c2ccc(Br)o2)c1
  -1.1, -6.1, -12.3, -6.7, -0.8, 1.2, 13.1, -77.2, 4.1
Cc1ccc(S(=O)(=O)NCc2cn3c(C)csc3n2)cc1
  -1.7, 4.5, 9.7, 10.8, -3.3, -2.2, 7.5, 6.4, 7.9
CCOC(=O)c1ccc(N2C(=O)C(O)=C(C(C)=O)C2c2ccc(O)c(OC)c2)cc1 (centres undefined)
  23.1, -3.3, -1.2, 8.1, 3.1, -1.3, 11.3, 1.1, 5.9
O=C1c2ccccc2C(O)N1Cc1ccccc1 (centres undefined)
  12.0, 3.6, -10.9, -7.2, 5.0, 6.1, -11.7, -43.8, 4.7
CC(C)OC(=O)CSc1nc2ncccc2[nH]1
  29.8, -2.5, 5.6, -11.8, -1.4, 0.3, 5.7, -14.5, -2.4
O=C(NCc1ccccn1)C1CCN(S(=O)(=O)N2CCCC2)CC1
  18.7, 2.1, 2.6, 4.9, 8.9, 2.9, -1.2, -3.9, 26.6*
CCCCn1c(N2CCC(Cc3ccccc3)CC2)nc2c1c(=O)[nH]c(=O)n2C
  18.4, 7.7, -3.0, -5.1, 17.3, 6.1, 4.7, -4.1, 2.6
COC(=O)c1ccc(NC(=O)CCN2CCN(c3ccccc3)CC2)cc1
  -0.6, -6.2, -18.5, 1.9, -16.9, 2.3, 13.4, -56.0, -5.9
COc1ccc(N2C(N)=C(C#N)C(c3cccnc3)C3=C2CC(C)(C)CC3=O)cc1 (centres undefined)
  4.1, 4.9, 13.5, 9.4, 3.4, -0.8, -12.4, 12.2, 5.9
O=C(NCCO)c1ccc2[nH]c3c(c2c1)CCCC3
  3.6, 2.1, -5.9, -11.5, 6.7, -0.2, 5.0, 3.9, -2.6
CSc1cccc(NC(=O)CN(C)S(=O)(=O)c2ccccc2)c1
  1.1, 5.9, 7.4, 2.4, 0.3, 3.1, 13.3, 18.5, 9.0
O=c1cc(-c2ccccc2)nc(N2CCN(Cc3ccccc3)CC2)[nH]1
  1.6, -4.0, 5.9, 13.4, -1.1, -1.3, -7.7, 0.9, 8.8
Cc1ccc(Cn2ccc(NC(=O)c3cc(-c4ccc(Cl)cc4)on3)n2)cc1
  2.6, -0.6, 3.4, 12.0, -1.3, -0.1, 6.1, 4.4, 13.2
O=C1C(Cl)=C(N2CCN(Cc3ccccc3)CC2)C(=O)N1c1ccccc1
  1.7, 2.2, -6.7, 21.4, -0.1, 3.2, 3.0, -8.8, 1.5
CC1CCN(C(=O)Cn2c(=O)oc3ccccc32)CC1
  20.9, 4.2, -5.4, -2.8, ?, 7.2, 0.9, 13.2, -5.7
O=c1c2c3nc4ccccc4nc3n(CC3CCCO3)c2ncn1CCc1ccccc1 (centres undefined)
  -18.3, 4.7, 8.5, 3.7, 11.5, -1.2, 5.1, -13.1, 18.0
COCCNC(=O)CCSCc1ccccc1F
  15.0, 3.9, 8.8, 3.0, 9.1, 5.1, -0.6, 7.6, 10.8
COC(=O)Cc1[nH]nc2c1C(c1cccc(OC)c1OC)C(C#N)=C(N)O2 (centres undefined)
  11.2, 6.4, 1.2, 8.3, 16.3, 0.3, 1.7, -2.7, 8.1
COc1ccc(CCNC(=O)CSc2nnnn2Cc2ccc3c(c2)OCO3)cc1OC
  14.5, 3.3, 8.6, 10.3, -0.1, 1.0, 8.3, 7.2, 0.3
O=C(c1noc2c1CCc1ccccc1-2)N1CCc2ccccc2C1
  12.1, 2.7, 30.5*, 11.0, -3.0, -2.4, -12.8, 0.5, 4.2
CCN(CC)c1ccc(C(=O)Nc2cccc(F)c2)cc1
  19.6, 5.4, 11.3, 1.9, 10.9, 2.9, -1.3, 11.2, 6.3
Cc1ccccc1-n1nnnc1SCC(N)=O
  18.3, -2.4, -0.7, -2.7, 4.7, 2.3, -18.3, 1.6, 2.5
CCc1nnc(NC(=O)CCC(=O)Nc2ccccc2)s1
  14.7, 3.0, 12.5, -0.2, -2.4, 3.1, -7.5, 2.1, 2.7
CS(=O)(=O)c1ccc(N)cc1
  ·, 3.6, 9.5, 12.0, -1.9, -0.6, -1.5, 12.4, 5.8
CCOC(=O)c1cccc(NS(=O)(=O)c2cnc[nH]2)c1
  8.8, 2.9, 6.5, 20.3, -6.5, 1.9, 6.6, 6.6, -3.4
CC(=O)N(Cc1cccnc1)Cc1cc2ccc(C)cc2[nH]c1=O
  9.9, -0.7, -2.9, 14.3, 11.7, 3.0, 2.4, -15.3, 6.8
COCCCNCC(=O)Nc1ccc(OC(F)(F)F)cc1
  -7.5, 2.3, 1.7, -7.3, 10.6, 4.0, 6.3, 29.2, -1.0
O=C(O)CSc1ccc2ccccc2n1
  0.6, 22.0, 5.9, 1.8, 10.3, 0.2, 0.7, 8.2, 8.6
COc1ccc(N2CCN(C(=O)c3ccc(N4C(=O)NC5CC4(C)Oc4ccccc45)cc3)CC2)cc1 (centres undefined)
  -4.8, 6.7, 12.1, 13.7, -4.8, 0.8, 11.9, 18.1, 5.6
NC(=O)c1cccc(S(=O)(=O)N2CCCCC2)c1
  21.2, 3.7, -0.2, 16.1, 1.1, 2.2, 0.9, -45.1, -1.6
OCCn1c(CSc2nc3ccccc3n2CCO)nc2ccccc21
  ·, 1.7, 9.8, -7.5, 17.3, 2.6, -28.7, 11.4, 7.0
COc1cc2c(C#N)c(N3CCc4ccccc4C3)nc(N)c2c(N)n1
  0.9, -1.3, 2.3, -4.7, 7.8, -2.8, 14.6, -19.2, 5.3
CC(C)CN(C(=O)COC(=O)Cc1n[nH]c(=O)c2ccccc12)C1CCS(=O)(=O)C1 (centres undefined)
  1.7, 7.0, -0.1, 7.6, 8.6, -2.3, 0.8, -2.4, 5.1
Cc1c(NC(=O)NCc2ccccc2)c(=O)n(-c2ccccc2)n1C
  -10.9, 3.3, -1.9, 11.4, -13.9, -0.9, -20.2, -14.1, 3.1

Screening data: PubChem BioAssay, PCMD

A portion of the library; count on the stated rates, not on these rows.
